Bioassay records as filed in PubChem.
PPARg SRC-3 ag: PPARgamma-driven SRC-3 recruitment agonism; activation, % at 8 µM; 200,000 compounds, 0.26% hits; biochemical PPARgamma/SRC-3 coactivator recruitment assay; in the data active = activation above about 23%;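 note: 0% = DMSO and 100% = reference agonist; some compounds past the cut are filed as inactive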
Target sequence (P37231 whole entry, looked up): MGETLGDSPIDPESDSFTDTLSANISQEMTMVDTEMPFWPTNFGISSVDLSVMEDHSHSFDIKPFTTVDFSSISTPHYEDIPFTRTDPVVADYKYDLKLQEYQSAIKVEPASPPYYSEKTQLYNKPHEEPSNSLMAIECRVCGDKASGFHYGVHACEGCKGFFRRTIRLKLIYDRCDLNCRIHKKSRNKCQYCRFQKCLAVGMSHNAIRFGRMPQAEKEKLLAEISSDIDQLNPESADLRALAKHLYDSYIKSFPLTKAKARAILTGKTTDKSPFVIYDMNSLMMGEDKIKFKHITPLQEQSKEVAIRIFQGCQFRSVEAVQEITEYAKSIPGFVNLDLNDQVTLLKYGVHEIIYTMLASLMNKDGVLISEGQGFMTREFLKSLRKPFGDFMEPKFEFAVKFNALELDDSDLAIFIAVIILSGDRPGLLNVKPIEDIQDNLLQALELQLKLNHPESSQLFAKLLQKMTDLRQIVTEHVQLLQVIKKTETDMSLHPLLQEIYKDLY
Efa HMGR inh: E. faecalis class II HMG-CoA reductase inhibition; 190,000 compounds, 0.41% hits; inhibition, % at 10 µM; purified E. faecalis HMGR, NADPH absorbance 340 nm kinetic;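 active = inhibition above a set limit, the median over all tested compounds plus 3 SD, cut at about 9.5% in these data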;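 note: enzyme runs in reverse so mevalonate oxidation gives rising NADPH absorbance; 0% = complete reaction with DMSO and 100% = background rate lacking mevalonate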
TNAP inh hiacc: TNAP (human) inhibition, high acceptor | 200,000 compounds, 0.03% hits | purified TNAP, CDP-star luminescence, 1 M DEA | P05186 | AID 1135 | inhibition, % at 20 µM;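 active = over 50% inhibition of tissue-nonspecific alkaline phosphatase at 20 µM in the single-dose screen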;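 note: plate controls were DMSO wells for no effect and EDTA-quenched wells as full inhibition for full effect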
Target sequence (P05186 whole entry, looked up): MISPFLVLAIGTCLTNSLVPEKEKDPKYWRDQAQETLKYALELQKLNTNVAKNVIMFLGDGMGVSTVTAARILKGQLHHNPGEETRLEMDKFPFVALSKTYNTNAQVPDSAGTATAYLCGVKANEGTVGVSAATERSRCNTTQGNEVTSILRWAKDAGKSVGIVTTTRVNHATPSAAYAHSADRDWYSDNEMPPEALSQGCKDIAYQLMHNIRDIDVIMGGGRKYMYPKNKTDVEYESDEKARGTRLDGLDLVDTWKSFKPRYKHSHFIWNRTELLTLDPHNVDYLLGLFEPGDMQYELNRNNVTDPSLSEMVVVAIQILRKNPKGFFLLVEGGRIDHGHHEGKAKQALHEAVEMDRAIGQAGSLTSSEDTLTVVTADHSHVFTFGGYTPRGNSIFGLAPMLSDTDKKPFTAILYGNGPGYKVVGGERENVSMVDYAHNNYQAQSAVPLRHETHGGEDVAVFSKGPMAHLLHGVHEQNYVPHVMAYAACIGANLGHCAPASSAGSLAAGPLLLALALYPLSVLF
TNAP act hiacc: TNAP (human) activation, high acceptor; P05186; 200,000 tested, under 10 active; purified TNAP, CDP-star luminescence, 1 M DEA, 30 min; active compounds read high; 0 = EDTA background, 1 = DMSO-only activity; activation factor at 20 µM;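 active = activation factor at least 2 at 20 µM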
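system = human TNAP | amount = enzyme diluted 1/800 final | reagent = 100 µM CDP-star substrate | signal = luminescent substrate turnover signal | dosing = one dose, 20 µM | benchmarks = EDTA negative control, DMSO positive control | measure = activation factor | timing = 30 min reaction, room temperature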
bIAP inhibitor: blocks bovine intestinal alkaline phosphatase activity. AID 1019. purified bovine IAP, CDP-star luminescence, 30 min. 190,000 tested, under 10 active. inhibition, % at 20 µM;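 active = over 50% inhibition of intestinal alkaline phosphatase at 20 µM in the single-dose screen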
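test system = bovine IAP enzyme | medium = DEA buffer 100 mM, pH 9.8, with MgCl2 1.0 mM, ZnCl2 0.02 mM | detection = luminescence | dosing = single compound dose of 20 µM, 2% DMSO final | incubation = 30 min reaction at room temperature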
TR-FRET SRC-2 ct: counter-screen for PPARgamma SRC-2 recruitment agonists: TR-FRET artefact; active compounds read high; 200,000 compounds, 0.4% hits; AID 1049; TR-FRET ratio at 8 µM; in the data active = TR-FRET ratio above about 2000; note: inactives centre near 1500
bIAP act: increases bovine intestinal alkaline phosphatase activity. 200,000 compounds, 0.17% hits. activation factor at 20 µM. purified bovine IAP, CDP-star luminescence, 30 min; active compounds read high; fold of DMSO-control signal, blank-subtracted;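 active = activation factor of 2 or more at 20 µM, a signal rise over negative controls twice the positive control's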
PPARg SRC-2 ag: promotes SRC-2 coactivator recruitment by human PPARgamma. P37231. PPARgamma LBD-SRC-2 recruitment, biochemical. activation, % at 8 µM. 200,000 compounds, 0.34% hits. AID 1032; in the data active = activation above about 22%;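 note: 0% = vehicle and 100% = reference agonist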
TNAP inh noacc: inhibitors of human TNAP without phosphate acceptor; P05186; 200,000 compounds, 0.26% hits; purified TNAP, CDP-star luminescence, 30 min; inhibition, % at 20 µM;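 active = tissue-nonspecific alkaline phosphatase inhibition above about 50% at 20 µM in the single-dose screen, limit read from the data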;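 note: 0% = DMSO negative control and 100% = EDTA positive control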
PPARg SRC-1 ag: agonists of human PPARgamma SRC-1 coactivator recruitment | PPARgamma-SRC-1 coactivator recruitment biochemical assay | activation, % at 8 µM | 200,000 compounds, 0.41% hits; in the data active = activation above about 19%;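 note: 0% = DMSO and 100% = reference agonist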
Active calls of the source: *; · = not tested or not shown.

SMILES | PPARg SRC-3 ag | Efa HMGR inh | TNAP inh hiacc | TNAP act hiacc | bIAP inhibitor | TR-FRET SRC-2 ct | bIAP act | PPARg SRC-2 ag | TNAP inh noacc | PPARg SRC-1 ag
CC(=O)c1cnc2c(-c3ccc(Cl)cc3)c(C)nn2c1C | 5 | 2 | 2 | 1 | 6 | 1548 | 0.9 | 0 | -3 | 6
Cc1ccc(C(=O)c2ccc(O)cc2)cc1C | -1 | -6 | -8 | 1.1 | 6 | 1534 | 0.9 | 8 | -15 | 8
Brc1cccc(-c2nnco2)c1 | -29 | -8 | 2 | 1 | -5 | 1441 | 1 | -11 | 1 | -7
CC(C)C[C@H](NC(=O)NCc1ccc(Cl)cc1)C(=O)O | 2 | 0 | -7 | 1.1 | 6 | 1612 | 0.9 | 7 | -10 | 4
Cn1c(=O)c2c(nc(N3CCc4ccccc4C3)n2Cc2ccccc2F)n(C)c1=O | -4 | -5 | -2 | 1 | 18 | 1498 | 0.8 | 7 | -10 | 7
CCOC(=O)c1c(N)nn(C(=O)C(C)(C)C)c1-c1ccccc1 | -9 | 4 | -1 | 1 | 3 | 1332 | 1 | -2 | -7 | -2
COc1ccc(C2=NN(c3nc(C)cc(C)n3)C(=O)C2)cc1 | 4 | -4 | -6 | 1.1 | -22 | 1899 | 1.2 | 0 | -5 | 3
Cn1c(CNC(=O)c2ccccc2)nnc1SCC(=O)N1CCN(c2ccccc2)CC1 | -2 | -5 | -2 | 1 | 12 | 1435 | 0.9 | -2 | -10 | -4
CCOC(=O)C1(CC)NC(c2ccco2)C2C(=O)N(c3ccc(C)cc3)C(=O)C21 (centres undefined) | 6 | -6 | 0 | 1 | 6 | 1582 | 0.9 | 7 | -10 | 11
C=CCOn1c(C)c(C(C)=O)c2c3nonc3ccc21 | -8 | -10 | -2 | 1 | 12 | 1655 | 0.9 | 3 | -13 | 2

A different layout for part of the listing above:
| smiles | PPARg SRC-3 ag | Efa HMGR inh | TNAP inh hiacc | TNAP act hiacc | bIAP inhibitor | TR-FRET SRC-2 ct | bIAP act | PPARg SRC-2 ag | TNAP inh noacc | PPARg SRC-1 ag |
| --- | --- | --- | --- | --- | --- | --- | --- | --- | --- | --- |
| Cc1ccc(C(=O)c2ccc(O)cc2)cc1C | -1 | -6 | -8 | 1.1 | 6 | 1534 | 0.9 | 8 | -15 | 8 |
| Brc1cccc(-c2nnco2)c1 | -29 | -8 | 2 | 1 | -5 | 1441 | 1 | -11 | 1 | -7 |
| CC(C)C[C@H](NC(=O)NCc1ccc(Cl)cc1)C(=O)O | 2 | 0 | -7 | 1.1 | 6 | 1612 | 0.9 | 7 | -10 | 4 |
| Cn1c(=O)c2c(nc(N3CCc4ccccc4C3)n2Cc2ccccc2F)n(C)c1=O | -4 | -5 | -2 | 1 | 18 | 1498 | 0.8 | 7 | -10 | 7 |
| CCOC(=O)c1c(N)nn(C(=O)C(C)(C)C)c1-c1ccccc1 | -9 | 4 | -1 | 1 | 3 | 1332 | 1 | -2 | -7 | -2 |

New compounds follow:
SMILES | PPARg SRC-3 ag | Efa HMGR inh | TNAP inh hiacc | TNAP act hiacc | bIAP inhibitor | TR-FRET SRC-2 ct | bIAP act | PPARg SRC-2 ag | TNAP inh noacc | PPARg SRC-1 ag
COc1ccc(/C=C/C(=O)Nc2cc(C)nn2-c2nc3ccccc3[nH]2)cc1 | 2 | 1 | 5 | 1 | 2 | 1471 | 1 | 6 | -42 | -4
Cc1ccc(Cn2c(O)c(N=NC(=S)Nc3ccccc3F)c3cc(S(=O)(=O)N4CCOCC4)ccc32)cc1 | 8 | -5 | 20 | 0.8 | 16 | 1612 | 0.8 | 10 | 19 | 14
COc1cc(C(c2c(C)[nH][nH]c2=O)c2c(C)[nH][nH]c2=O)cc([N+](=O)[O-])c1O | -6 | -2 | 28 | 0.7 | 15 | 1327 | 0.9 | 7 | 39 | -1
O=C(CCN1CCN(c2ccccc2)CC1)N/N=C/c1ccccc1O | 1 | 0 | -2 | 1 | -38 | 1583 | 1.4 | 7 | -113 | 8
O=C1CCCN1S(=O)(=O)c1ccccc1 | 5 | 0 | 0 | 1 | -4 | 1495 | 1 | 10 | -6 | 5
COCc1cc(C)nc(N2CCN(Cc3ccccc3)CC2)c1C#N | 6 | -1 | -3 | 1 | -9 | 1591 | 1.1 | 4 | -9 | -3
N#Cc1ccc(C(=O)Nc2cccc3ncccc23)c(F)c1 | 3 | -1 | 4 | 1 | -1 | 1523 | 1 | 2 | -2 | -2
Cn1cc(CCC(=O)N2CCCC(C(=O)c3cccc4ccccc34)C2)cn1 (centres undefined) | 3 | -4 | -4 | 1 | -14 | 1803 | 1.1 | 10 | -2 | 2
Cc1ccc(CNC(=O)Cn2cncn2)cc1 | 6 | 1 | -4 | 1 | -3 | 1448 | 1 | 6 | -12 | 2
CCC(C)NC(=O)CCc1c(C)nc2nc(-c3cc(OC)cc(OC)c3)nn2c1C (centres undefined) | -10 | -3 | 1 | 1 | -6 | 1387 | 1.1 | -3 | -8 | 6
O=C1C2C3c4ccccc4C(Br)(c4ccccc43)C2C(=O)N1c1ccccc1O (centres undefined) | 5 | 1 | -4 | 1 | 18 | 1416 | 0.8 | 1 | -9 | 2
CC1CCN(c2c(NCC3CCC(C(=O)N4CCc5ccccc5C4)CC3)c(=O)c2=O)CC1 (centres undefined) | 3 | -7 | -8 | 1.1 | -1 | 1769 | 1 | -7 | 0 | 10
CC/C(O)=C1\C(=O)CC(C)(C)CC1=Nc1ccccc1C | 6 | -1 | -4 | 1 | 20 | 1527 | 0.8 | 0 | 1 | 5
CCN(CC)C(=O)CSc1nnc2sc3ccccc3n12 | -3 | -3 | -2 | 1 | 6 | 1492 | 0.9 | 8 | -9 | 4
Cc1nnc(NC(=O)c2c(F)c(F)c(F)c(F)c2F)s1 | -9 | -2 | -3 | 1 | 11 | 1458 | 0.9 | 1 | -8 | 0
CCC(=O)Nc1cccc(NC(=S)NC(=O)c2cccs2)c1 | 6 | 3 | -6 | 1.1 | -2 | 1463 | 1 | 1 | -2 | -6
COc1ccc(-n2c3c(cc(C(=O)NNc4ccccc4)c2=O)C(=O)CC(C)(C)C3)cc1 | -3 | -4 | -5 | 1 | 4 | 1392 | 1 | -7 | -10 | 4
Cn1ccnc1-c1nc2ccccc2[nH]c1=O | 5 | 0 | 1 | 1 | -3 | 1463 | 1 | 1 | -15 | -4
CCOC(=O)c1sc(NS(=O)(=O)c2cc(C)ccc2C)nc1C | 0 | -6 | -6 | 1.1 | 0 | 1397 | 1 | 6 | -5 | 2
CCOC(=O)C1C(=O)NC(c2ccccc2)=NC1c1cccc(Br)c1 (centres undefined) | 2 | -3 | 1 | 1 | 3 | 1680 | 1 | -1 | 6 | -2
CCC(C)c1ccc(S(=O)(=O)N2CCN(C(=O)COc3ccc4c(C)cc(=O)oc4c3)CC2)cc1 (centres undefined) | 0 | -2 | 0 | 1 | -2 | 1394 | 1 | 1 | -8 | -7
O=C(Nc1nccs1)c1cc(-c2ccccc2)nn1-c1ccccc1 | 2 | -4 | -8 | 1.1 | 2 | 1562 | 1 | -7 | 0 | 2
O=C(O)CNC(=S)N(Cc1ccccc1)Cc1ccccc1F | -1 | 0 | -3 | 1 | -6 | 1520 | 1.1 | -12 | -1 | 7
Cn1c(N)c(S(=O)(=O)N2CCN(c3ccccc3)CC2)c(=O)n(C)c1=O | 6 | -2 | -1 | 1 | -3 | 1440 | 1 | 13 | -7 | 6
COc1ccccc1C1CC(c2ccc(F)cc2)Nc2ncnn21 (centres undefined) | -4 | · | -5 | 1 | 8 | 1532 | 0.9 | -11 | 3 | -11
Cc1cc(C)nc(N2CCC(C(=O)NCCc3ccc(Cl)cc3)CC2)n1 | -1 | -8 | -1 | 1 | 6 | 1374 | 0.9 | -10 | -4 | -6
Cc1cc(Cl)ccc1Oc1ncnc2oc(-c3ccccc3)cc12 | 62* | -2 | -3 | 1 | 3 | 1479 | 1 | 10 | -6 | 5
CCc1ccc(N2C(=O)CC(NNc3nc4ccccc4s3)C2=O)cc1 (centres undefined) | 2 | -8 | -3 | 1 | 34 | 1491 | 0.7 | -5 | -16 | 0
CCOC(=O)c1c(C)oc2ccc(OCC(=O)C(C)(C)C)cc12 | 2 | -2 | -1 | 1 | -2 | 1530 | 1 | -2 | -3 | 0
COc1ccc2c(c1OC)C(=O)N1C(C(=O)O)Cc3c([nH]c4ccccc34)C21 (centres undefined) | -3 | -1 | -7 | 1.1 | 2 | 1658 | 1 | 8 | -16 | 1
CCn1c(=O)cc(SCC(=O)NCc2ccco2)c2ccccc21 | 30* | -2 | -4 | 1 | -9 | 1824 | 1.1 | 33* | -4 | 22*
COCCn1c(SCC(=O)Nc2cc(C)on2)nnc1-c1c[nH]c2ccccc12 | -1 | -2 | -2 | 1 | -3 | 1595 | 1 | 7 | -10 | 1
CCC(C)c1ccc(NC(=S)Nc2ccc(OC)cc2)cc1 (centres undefined) | 3 | 2 | 2 | 1 | 20 | 1475 | 0.8 | 0 | -5 | 3
O=S(=O)(c1ccc2ccccc2c1)N(CC(O)CN1CCOCC1)c1ccccc1 (centres undefined) | -2 | -1 | -4 | 1 | -3 | 1426 | 1 | 4 | -8 | 0
O=C(O)Cc1ccc(NC(=O)c2cccs2)cc1 | 0 | 4 | -5 | 1 | 10 | 1496 | 0.9 | 4 | -14 | -1
COc1ccc(C2c3[nH]c4ccccc4c3CCN2Cc2cccn2-c2ncccn2)cc1C (centres undefined) | 6 | -2 | -8 | 1.1 | -6 | 1876 | 1.1 | 1 | -8 | 1
O=c1nc(N2CCOCC2)nc(N/N=C/c2ccc3c(c2)OCO3)[nH]1 | 2 | -1 | -4 | 1 | -2 | 1384 | 1 | 0 | -5 | 3
N/C(CN1CCCC1=O)=N\O | 0 | 1 | -10 | 1.1 | 8 | 1610 | 0.9 | -1 | -17 | 11
CCN(CC)S(=O)(=O)c1cc(C(=O)OCC(=O)Nc2cccc(S(=O)(=O)N(C)C)c2)ccc1F | -2 | 3 | -2 | 1 | -4 | 1512 | 1 | -4 | -7 | 6
Cc1ccc(NC(=O)Nc2nnc(-c3ccncc3)s2)cc1 | 5 | 3 | -2 | 1 | 1 | 1642 | 1 | 6 | 0 | -4
O=C(NCc1ccc2c(c1)OCO2)c1cccc(S(=O)(=O)N2CCCCC2)c1 | -4 | 3 | 2 | 1 | 1 | 1507 | 1 | -9 | -5 | 0
CC(C)N1CCN(Cc2ccc(-c3ccccc3Cl)o2)CC1CCO (centres undefined) | 8 | 6 | -3 | 1 | -2 | 1736 | 1 | 15 | -5 | 3
CCc1ccc(N2C(=O)CN(Cc3cccs3)C2=S)cc1 | 2 | 3 | 2 | 1 | -1 | 1600 | 1 | 6 | -8 | 2
C=CCOC(=O)C1=C(C)Nc2nnnn2C1c1cccs1 (centres undefined) | 10 | 0 | -1 | 1 | 10 | 1397 | 0.9 | -1 | -7 | 9
Cc1nn2c3ccccc3nc2n(C)c1=O | -5 | -8 | -7 | 1.1 | 0 | 1665 | 1 | 2 | -15 | -3
FC(F)(F)c1cccc(Oc2cc(C(F)(F)F)nc(-c3ccccn3)n2)c1 | 6 | 2 | -2 | 1 | 1 | 1422 | 1 | -4 | 0 | 3
O=S(=O)(Nc1ccccc1N1CCCCC1)c1ccc(F)cc1F | -4 | -3 | -2 | 1 | 1 | 1501 | 1 | -9 | -13 | -7
